Screening data deposited in PubChem BioAssay by National Center for Advancing Translational Sciences (NCATS).
rTrxR1 inhibitor: inhibitors of rat thioredoxin reductase 1. O89049. Potency, µM (series often up to 114 µM), inactives show top-dose activity change, negative = inhibition, usual class: inhibitors. 1% of 390,000 active. AID 588453. recombinant rTrxR1, NADPH fluorescence consumption, selenite substrate; note: nearly all actives have a fitted effect of over 65% in size
Target sequence (O89049 whole entry, looked up): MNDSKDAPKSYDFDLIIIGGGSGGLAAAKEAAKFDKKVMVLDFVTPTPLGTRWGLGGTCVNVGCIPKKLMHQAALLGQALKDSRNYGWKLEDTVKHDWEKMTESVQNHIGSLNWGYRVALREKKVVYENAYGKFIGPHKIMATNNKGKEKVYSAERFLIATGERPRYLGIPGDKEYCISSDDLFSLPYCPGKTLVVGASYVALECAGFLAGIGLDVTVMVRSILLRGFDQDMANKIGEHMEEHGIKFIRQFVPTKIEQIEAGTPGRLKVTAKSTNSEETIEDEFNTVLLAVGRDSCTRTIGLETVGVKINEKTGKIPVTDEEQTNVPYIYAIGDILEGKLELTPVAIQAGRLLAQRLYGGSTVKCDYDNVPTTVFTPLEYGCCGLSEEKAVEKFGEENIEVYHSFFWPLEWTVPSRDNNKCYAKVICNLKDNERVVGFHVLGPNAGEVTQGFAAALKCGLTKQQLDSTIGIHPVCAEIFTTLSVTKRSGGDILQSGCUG
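Rat TrxR1 (90 nM in the dispensed reagent) was pre-reduced with 400 uM NADPH for 5 min at room temperature, then incubated with compound for 15 min. After 400 uM selenite was added, NADPH fluorescence (Ex 340/Em 450 nm) was followed for 8 min.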
TrxR1 substrate: is turned over as a substrate by rat TrxR1. AID 588456. purified TrxR1 substrate turnover, NADPH consumption readout. 0.01% of 390,000 active. Potency, µM (doses to about 114 µM), for the others: at the highest dose activity change, negative = substrate turnover; note: nearly all actives have a fitted effect of over 50% in size
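Rat TrxR1, dispensed at 90 nM, was prereduced with 400 uM NADPH (final) for 5 min at ~22 deg C, then incubated with compound 15 min before 400 uM selenite. A first-read NADPH fluorescence drop versus no-compound background flagged substrates.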
Starred values were filed as active, the others as inactive; u = inconclusive; [ ] = another dose, or the depositor's remark. Calls come from the whole dose curve; as a rule, active = well fitted inhibition curve with a large enough effect; inconclusive = small, poorly fitted or top-dose-only effect; inactive = no such curve, though single readings can be large or run the other way. % is set by controls: 0 for no effect and ±100 for the full control effect; potency is the fitted concentration of half-maximal effect.

SMILES	rTrxR1 inhibitor	TrxR1 substrate
Clc1nc(NCc2ccco2)c2ccccc2n1	u	41.4%[activator]
O=C(COc1ccccc1C(=O)Nc1ccccc1)Nc1ccccc1F	-7.6%	-2.5%
Cc1cc(OCC(=O)Nc2cccc(-c3nc4ccccc4o3)c2C)cc(C)c1Cl	0.5%	-6.7%
O/N=C(/CBr)c1ccc2ccccc2c1	25.1µM*	11.1%[0.0914 µM]
Cc1cc[n+](CC#N)cc1	-4.6%	2.5%
Cc1ccc2c(c1)CCC2=O	u	2.3%
NC[C@@H]1O[C@H](c2ccccc2)Cc2c1ccc(O)c2O	u	13.4%[57.1 µM]
CN(C)c1ccc(C=O)c(O)c1	-23.9%	-21.0%
CCCCN(CCCC)c1ccc(/C=C/c2ccnc3ccccc23)cc1	31.9%	-2.0%
CCCCCCCCCCCCCCCC[n+]1ccc(/C=C/c2c(C)[nH]c3ccccc23)cc1	4.8%	-0.7%
C/C=C(\NNC(C)=O)c1ccc(O)cc1	u	0.6%
Oc1ccc(O)cc1	u	8.9%[57.1 µM]
CC[N+](C)(C)c1ccc(/C=C/c2ccncc2)cc1	-28.7%	-30.5%
COc1ccc2nccc(/C=C/c3ccc(N(C)C)cc3)c2c1	8.7%[0.0914 µM]	3.1%
OC(CBr)CN1CCCCC1 (stereo not given)	-14.4%	2.8%
CCCSc1ncc(Cl)c(C(=O)Nc2sc3c(c2C(=O)NCCCOC)CCCC3)n1	12.2%	12.9%
C(=Nc1cnc2ccccc2c1)c1cccnc1	17.1%	159.2%[activator]
COc1cc(OC)c(/C=C/c2cc3ccccc3c[n+]2C)c(OC)c1	-22.9%	-14.8%
CC(C)(C)n1ncc2c(=O)n(Cc3cc(F)c(F)cc3Cl)cnc21	8.9%[57.1 µM]	2.2%
Cn1cnc2c(NCc3ccccc3)nc(NCCO)nc21	6.7%[57.1 µM]	2.0%[57.1 µM]
Cc1cccc(CN2Cc3cccc4c3[C@H](C=CC4)CC2=O)c1	-10.7%	-3.2%
COC(=O)/C=C/c1cc(F)ccc1S(=O)(=O)Nc1ccccc1	-9.1%	-3.8%
CC(=O)Nc1ccc(/C=C/c2ccnc3ccccc23)cc1	-0.5%	8.8%
CN(N=O)c1ccc(C=C2c3ccccc3-c3ccccc32)cc1	11.1%	-1.9%
CN(Cc1ccccc1)c1ccc(/C=C/c2nc3ccccc3s2)cc1	12.1%	-3.0%

Arranged by formula weight (descending): some entries from above.
SMILES	rTrxR1 inhibitor	TrxR1 substrate
Cc1cc(OCC(=O)Nc2cccc(-c3nc4ccccc4o3)c2C)cc(C)c1Cl	0.5%	-6.7%
O=C(COc1ccccc1C(=O)Nc1ccccc1)Nc1ccccc1F	-7.6%	-2.5%
CCCCN(CCCC)c1ccc(/C=C/c2ccnc3ccccc23)cc1	31.9%	-2.0%
CN(Cc1ccccc1)c1ccc(/C=C/c2nc3ccccc3s2)cc1	12.1%	-3.0%
CC(C)(C)n1ncc2c(=O)n(Cc3cc(F)c(F)cc3Cl)cnc21	8.9%[57.1 µM]	2.2%
COc1cc(OC)c(/C=C/c2cc3ccccc3c[n+]2C)c(OC)c1	-22.9%	-14.8%
COC(=O)/C=C/c1cc(F)ccc1S(=O)(=O)Nc1ccccc1	-9.1%	-3.8%
COc1ccc2nccc(/C=C/c3ccc(N(C)C)cc3)c2c1	8.7%[0.0914 µM]	3.1%
Cn1cnc2c(NCc3ccccc3)nc(NCCO)nc21	6.7%[57.1 µM]	2.0%[57.1 µM]
O/N=C(/CBr)c1ccc2ccccc2c1	25.1µM*	11.1%[0.0914 µM]
C/C=C(\NNC(C)=O)c1ccc(O)cc1	u	0.6%
CN(C)c1ccc(C=O)c(O)c1	-23.9%	-21.0%
Cc1cc[n+](CC#N)cc1	-4.6%	2.5%
Oc1ccc(O)cc1	u	8.9%[57.1 µM]

Next section:
SMILES	rTrxR1 inhibitor	TrxR1 substrate
Nc1cnccn1	34.9%	116.8%[activator]
COc1ccc2c(c1)c1nnc(SC(C)C)nc1n2C	-9.9%	4.1%
CCCCCCCCCCCCCCCCCCN(CCCCCCCCCCCCCCCCCC)c1ccc(C=O)cc1	1.0%	2.1%
NNC(=O)c1ccc(C(=O)N(c2ccccc2)c2ccccc2)cc1	-6.1%	-4.0%
Fc1ccc(/C=C/c2nccc3ccccc23)cc1	-30.6%	-20.5%
C=C1NN(Cc2ccccc2)C(=O)N1c1ccc(OC)cc1	9.7%	-2.1%
CCCCC#Cc1nc(NC)c2ncn([C@@H]3O[C@H](CO)[C@@H](O)[C@H]3O)c2n1	-3.7%[57.1 µM]	-0.2%[57.1 µM]
COc1cc(Br)c(CC(=O)NO)cc1OC	10.7%	3.0%
OC(CN1CCC(Cc2ccc(F)cc2)CC1)c1ccc(Cl)cc1 (stereo not given)	u	8.4%[57.1 µM]
NC(=O)Nc1ccc(/C=C2\C=Cc3ccccc32)cc1	-6.7%	1.9%
Cc1cc(/C=C2\C=Cc3ccccc32)cc(C)c1N	-9.0%	-0.9%
CC[N+]1(CC(=O)c2ccc(Cl)cc2)CCCCC1	23.4%	7.1%
CC(=O)c1ccc([N+](C)(C)C)cc1	5.9%	-1.3%
CN1CCN(c2ccnc(N(C)CCCCCCN)n2)CC1	4.7%	6.2%
CCN(CC)c1ccccc1/C=C/[n+]1ccc(CCCCI)c2ccccc21	u	-1.4%
COc1cccc(OC)c1-c1cc(CCCc2cc(-c3c(OC)cccc3OC)nc3ccccc23)c2ccccc2n1	-3.3%	-0.8%
O=C(COc1ccccc1C(=O)Nc1ccccc1)Nc1cccc([N+](=O)[O-])c1	4.6%	-3.0%
CCN(CC)c1ccc(/C=C/c2cc(Cl)nc3ccccc23)cc1	5.1%	-6.0%
CC1(C)S[C@@H]2[C@H](NC(=O)COc3ccccc3)C(=O)N2[C@@H]1C(=O)OCc1cccc2cccnc12	14.9%	3.3%
O=C(C[N+]12CN3CN(CN(C3)C1)C2)c1ccc(O)c(O)c1	-31.3%	-4.6%
Nc1ccc(/C=C/c2ccc3cccnc3c2)cc1	2.8%	0.3%[0.0914 µM]
CC(C)(C)n1ncc2c(=O)n(Cc3ccccc3SC(F)(F)F)cnc21	-7.3%	-11.5%
CNc1c(Br)cc(C=O)cc1Br	-0.6%	-7.3%
c1ccc2c(N=NN3CCCCC3)ccnc2c1	5.6%	-4.8%
Cc1ccccc1NC(=O)COc1ccccc1C(=O)Nc1ccccc1	32.2%	4.8%

New compounds follow:
SMILES	rTrxR1 inhibitor	TrxR1 substrate
CCCC[n+]1c(/C=C/c2c(OC)cc(OC)cc2OC)ccc2ccccc21	24.7%	-8.9%
NC(=O)CC[C@H](N)C(=O)O	17.7%[57.1 µM]	8.3%[57.1 µM]
Cc1ccc2cccc(O)c2n1	3.7%	3.8%
Clc1cccc(Nc2nnc(-c3ccccc3)c3ccccc23)c1	25.0%	-1.3%
NC(Cc1ccc(Cl)cc1)C(=O)O (stereo not given)	u	4.1%[57.1 µM]
Cc1cc2ccccc2cn1	-3.9%	0.3%
COc1ccc(C(=O)Nc2ncnc3nc[nH]c23)cc1	-3.1%	-0.4%
O=C(COc1ccccc1C(=O)Nc1ccccc1)Nc1cccc(Br)c1	20.1%	1.5%
O=C(O)CC(CC(=O)O)c1ccc2c(c1)OCO2	4.6%	-0.4%
O=C(Cc1ccc(OCC2CCCCC2)cc1)NO	-3.3%	-1.9%
CCN(CC)c1ccc(-c2nnc(SCC(=O)NCc3ccco3)n2C)cc1	8.3%	-5.1%
CC(O)C(O)[C@H]1CNc2nc(N)[nH]c(=O)c2N1 (stereo not given in full)	77.5%[activator][57.1 µM]	357.9%[activator][57.1 µM]
CNc1nc(NCc2ccco2)c2ccccc2n1	-17.8%	3.5%
CC(C)[C@H]1COCCS(=O)(=O)N1Cc1cccc([N+](=O)[O-])c1	8.6%	4.5%
Cc1nc2ccc(C(=O)OC(C)C(=O)c3c(C)[nH]c4ccccc34)cc2nc1C (stereo not given)	-3.0%	-6.0%
CN(N=O)c1ccc(/C=C/c2ccccc2)cc1	4.0%	-6.2%
CC(C)(C)n1ncc2c(=O)n(Cc3ccc(SC(=O)O)cc3Cl)cnc21	2.2%	-0.4%
COc1cccc(CN2Cc3cccc4c3[C@H](C=CC4)CC2=O)c1	-12.6%	1.1%
CC(C)(C)n1ncc2c(=O)n(Cc3ccc(F)cc3)cnc21	28.3%[57.1 µM]	1.2%
COc1cc(/C=C/c2cncc(/C=C/c3cc(OC)c(OC)c(OC)c3)c2)cc(OC)c1OC	13.1%	-1.8%
COc1cc(/C=C2/N=C(c3ccccc3)OC2=O)c(F)cc1OCc1ccccc1	5.2%	6.8%
COc1cc(OC)c(/C=C/c2ccc3ccccc3[n+]2C)c(OC)c1	16.5%	-13.9%
COc1cc2nc(N3CCN(C)CC3)nc(NC3CCN(C)CC3)c2cc1OC	u	87.8%[activator]
C/C=C(\C)NNC(=O)Cc1ccc(OC)cc1	6.3%	3.1%
O=C(C[n+]1ccc2ccccc2c1)c1ccc(O)c(O)c1	-13.2%	-15.2%

Further results.
SMILES	rTrxR1 inhibitor	TrxR1 substrate
COc1cccc(NC(=O)COc2ccccc2C(=O)Nc2ccccc2)c1	-0.2%	-6.8%
Nc1nc(=S)[nH]c(N)c1N	-1.1%	2.4%
Oc1ccc(Cn2cc[nH]c2=S)cc1	-5.1%[57.1 µM]	2.6%[57.1 µM]
Cc1cc2ccccc2c[n+]1C	-14.9%	6.7%
C[n+]1ccc(/C=C/c2ccc3c(c2)OCO3)c2ccccc21	-2.4%	7.8%[0.0914 µM]
COC(=O)c1cc2c([nH]c1=O)CC(c1ccccc1)CC2=O (stereo not given)	0.6%	7.9%[0.0914 µM]
COc1cccc(/C=C/c2nc3ccccc3nc2/C=C/c2cccc(OC)c2OC)c1OC	7.4%	8.1%[0.0914 µM]
COc1ccc(/C=C(\C)C(=O)NO)cc1	5.6%	3.4%
O=C(Cc1ccc2ccccc2c1)NO	4.3%	6.6%
O=C(Cc1ccc(Oc2ccccc2)cc1)NO	3.8%	-3.0%
C(=C\c1c[nH]c2ccccc12)/c1nccc2ccccc12	1.3%	-4.2%
N[C@@H](Cc1cnc[nH]1)C(=O)O	12.4%[57.1 µM]	4.2%[57.1 µM]
CCCNC(=O)CNC(=O)c1ccccc1OCC(=O)Nc1ccc(Br)cc1	9.5%	1.8%
Clc1cccc[n+]1CCc1ccccc1	44.7µM*	8.0%
Clc1cccc[n+]1CCCC[n+]1ccccc1Cl	u	-4.6%
CCCCCCCCCCC/C=C\C(C)(C)/C=C\CCCC(=O)O	u	-10.8%[57.1 µM]
NS(=O)(=O)c1ccc(NC(=O)c2nc(S(=O)(=O)Cc3ccccc3F)ncc2Cl)cc1	3.55µM*	3.9%
CN(C)c1ccc(/C=C/c2cc(/C=C/c3ccc(N(C)C)cc3)c3ccccc3n2)cc1	27.1%	-0.8%[0.0914 µM]
CCn1c2ccccc2c2cc(/C=C3\C=Cc4ccccc43)ccc21	0.0%	-8.4%
Brc1cccc[n+]1CCCCCC[n+]1ccccc1Br	u	7.3%
CC(C)(C)n1ncc2c(=O)n(Cc3cccc(Oc4ccccc4)c3)cnc21	1.9%	-4.2%
CC(N)(Cc1ccc(O)cc1)C(=O)O (stereo not given)	u	2.7%[57.1 µM]
CCCCCCCC/C=C\CCCCCCCC(=O)NCc1ccc(O)c(OC)c1	-3.2%[57.1 µM]	u
C[N+](C)(C)c1ccc(/C=C/c2ccnc3ccccc23)cc1	u	-1.1%
Cc1c([N+](=O)[O-])cnc2ccccc12	17.1%	1.2%

Going on with the list:
SMILES	rTrxR1 inhibitor	TrxR1 substrate
CC1(C)CCC(NC(=O)[C@@H](N)CCC(=O)O)CC1	9.3%[57.1 µM]	6.3%[57.1 µM]
CCN(Cc1ccccc1)c1ccc(/C=C/c2ccnc3ccccc23)cc1	32.3%	-2.4%
CC(C)(C)n1ncc2c(=O)n(Cc3ccc(C(=O)c4ccccc4)cc3)cnc21	22.2%	-4.3%
CN(C)/[N+]([O-])=N/Oc1cc(F)c([N+](=O)[O-])cc1[N+](=O)[O-]	20µM*	-9.6%
Nc1cc(=O)[nH]c2c1CCC2	14.3%	9.2%[0.0914 µM]
COc1cc2nc(N3CCCN(C)CC3)nc(NC3CC3)c2cc1OC	u	23.4%
Cc1cccc2c(C(O)c3cn(C)c4ccccc34)c[nH]c12 (stereo not given)	-16.5%	-2.1%
CN(N=O)c1ccc(/C=C/c2ccnc3ccccc23)cc1	4.3%	-1.9%
CC[C@@H](C)[C@H]1O[C@]2(CC[C@H]1C)C[C@@H]1C[C@@H](CC=C(C)[C@@H](O[C@H]3C[C@H](OC)[C@@H](O[C@H]4C[C@H](OC)[C@@H](O)[C@H](C)O4)[C@H](C)O3)[C@@H](C)C=CC=C3CO[C@@H]4[C@H](O)C(C)=C[C@@H](C(=O)O1)[C@]34O)O2	u	u
C[C@H]1O[C@@H](n2cc(F)c(=O)[nH]c2=O)[C@H](O)[C@H]1O	9.2%[57.1 µM]	3.8%[57.1 µM]

Random excerpt: 2 entries already listed, in no set order.
SMILES	rTrxR1 inhibitor	TrxR1 substrate
O=C(COc1ccccc1C(=O)Nc1ccccc1)Nc1cccc([N+](=O)[O-])c1	4.6%	-3.0%
Cc1cc(/C=C2\C=Cc3ccccc32)cc(C)c1N	-9.0%	-0.9%

Some of the compounds tested. The share of hits here may be higher or lower than overall.
